Assay outcomes from PubChem BioAssay.
West Nile antiviral: West Nile virus antiviral activity, cell-based, CPE readout (AID 1621). 290,000 tested, 0.02% active. West Nile virus-infected cells, CPE inhibition; higher % means a stronger effect. CPE inhibition, % at 10 µM; hits with a dose series show IC50 in µM; in the data active means a potency from the dose series; further: strong numbers were not always called active
KOR beta-arrestin-1: kappa opioid receptor blockers – cell-based, luminescence, uHTS (AID 1778); KOR beta-arrestin recruitment, luminescence, antagonist mode; higher % means a stronger effect; one-dose inhibition, % at 10 µM; IC50 in µM for titrated hits; 290,000 tested, 0.091% active; in the data active means inhibition above about 50%; further: strong numbers were not always called active
GPR55 antagonists: GPR55 antagonists blocking LPI-driven arrestin recruitment, primary screen, imaging, U2OS, beta-arrestin-GFP, LPI agonist (AID 2013). 290,000 tested, 0.13% active. one-dose inhibition, % at 10 µM; IC50 in µM for titrated hits. U2OS GPR55 beta-arrestin-GFP translocation imaging, LPI antagonism; higher % means a stronger effect;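 active means spots per cell inhibited over 60%, with over 100 cells counted and total cytoplasm intensity under 500,000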;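 further: U2OS cells stably carrying GPR55 and arrestin-GFP stimulated by 5 µM LPI near EC80; imaged beta-arrestin-GFP aggregate spots per cell after agonist stimulation; plate controls were LPI-stimulated DMSO wells for no effect and DMSO wells without LPI for full effect; some results filed as inactive read as strong as hits; confirmed hits need IC50 under 10 µM and bright autofluorescent wells are also inconclusive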
NOD1 NF-kB reporter: NOD1 signaling inhibitors, primary screen, cell-based, luminescence, uHTS (AID 1578); NOD1-driven NF-kB luciferase reporter cells, luminescence; higher % means a stronger effect; inhibition, % at 4 µM; hits with a dose series show EC50 in µM; 290,000 tested, 1% active; in the data active means inhibition mostly above about 36%, no sharp cut-off; inactive means mostly below about 34%;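 further: HEK-293T reporter cells stimulated with the NOD1 agonist gamma-tri-DAP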
HIV peptide binding: cell-free HIV fusion peptide-binding blockers – biochemical, uHTS, fluorescence dequenching, primary screen (AID 1986); cell-free peptide binding, fluorescence dequenching, 30 min; higher % means a stronger effect; inhibition, % at 20 µM, or IC50 in µM where a hit was titrated; 290,000 tested, 0.3% active; in the data active means inhibition mostly above about 52%, no sharp cut-off; inactive means mostly below about 76%; further: some results filed as inactive read as strong as hits
NS5 inhibitors: Dengue-2 NS5 methyltransferase inhibitors, primary screen, biochemical, confirmation dose response (AID 588689). Dengue-2 NS5 methyltransferase capping enzyme assay, biochemical; higher % means a stronger effect. inhibition, % at 25 µM, or IC50 in µM where a hit was titrated. 340,000 tested, 0.3% active; in the data active means a potency from the dose series
KOR beta-arrestin-2: KOR agonists, beta-arrestin recruitment, primary screen, cell-based, luminescence, uHTS (AID 1777); KOR beta-arrestin recruitment, luminescence; higher % means a stronger effect; activation, % at 10 µM, or EC50 in µM where a hit was titrated; 280,000 tested, 0.02% active; in the data active means activation above about 50%, passing the limit was not always enough; further: a part of the inactive calls stands beside numbers as strong as those of hits
GPR35 antagonists: GPR35 antagonists blocking zaprinast-driven arrestin recruitment, primary screen, imaging, U2OS, beta-arrestin-GFP, zaprinast agonist (AID 2058) | U2OS GPR35 beta-arrestin-GFP translocation imaging, zaprinast antagonism; higher % means a stronger effect | inhibition, % at 10 µM, or IC50 in µM where a hit was titrated | 290,000 tested, 0.052% active;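 active means inhibition of at least 50% with at least 30 cells and total cytoplasm GFP at most 10,000,000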
GPR55 activation: GPR55 agonists via beta-arrestin recruitment, primary screen, imaging, U2OS cells, beta-arrestin-GFP redistribution (AID 1961); 290,000 tested, 0.048% active; one-dose activation, % at 10 µM; EC50 in µM for titrated hits; U2OS GPR55 beta-arrestin-GFP redistribution imaging; higher % means a stronger effect;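 active means activation above 40% with more than 50 cells counted in the well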;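 further: U2OS osteosarcoma cells stably expressing GPR55 and beta-arrestin-GFP; plate controls were DMSO negative control for no effect and LPI positive control for full effect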
NS5 inhibitors pilot replicate: second read-out of NS5 inhibitors, no call of its own (marks repeat the call); inhibition, %; measured here: pilot screen replicate inhibition
* hit, by the source's call; nt = not tested or not shown; [ ] = another dose, or the depositor's remark.

SMILES	West Nile antiviral	KOR beta-arrestin-1	GPR55 antagonists	NOD1 NF-kB reporter	HIV peptide binding	NS5 inhibitors	KOR beta-arrestin-2	GPR35 antagonists	GPR55 activation	others
COc1ccc(N2C(=O)N3[C@H](c4cccc(C)c4)[C@@H]4C(=O)N(Cc5ccccc5)C(=O)[C@@H]4[C@]3(Cc3ccccc3)C2=O)cc1	-1.2%	-22%[20 µM]	13%	30%	-2.7%	nt	-1.1%	-6%	-0.1%
CCOc1cccc2sc(N(CCN(C)C)C(=O)c3ccc4ccccc4c3)nc12	0.4%	-22%	2%	-20%	-0.5%	-3%	-1.9%	14%	-0.1%
CSc1ccc(CNCc2ccc3c(c2)OCO3)cc1	-0.6%	-25%	-18%	-11%	3.5%	-5%	-1.9%	0%	0.3%
CC1SC(c2ccccc2)N(CC(O)c2ccc([N+](=O)[O-])cc2)C1=O (stereo unspecified)	-0.6%	8%	14%	-23%	3.0%	5%	-3.5%	-5%	0.1%
Cc1ccc(N=Nc2c(C)[nH][nH]c2=O)c(C)c1	-0.5%	-4%	-17%	-4%	0.5%	0%	-2.1%	3%	-0.1%
O=C(ON=C1CCN(S(=O)(=O)c2ccccc2)CC1)c1ccccc1	0.1%	13%	8%	-14%	1.5%	2%	-3.8%	-16%	0.0%
COc1ccc(S(=O)(=O)N2CCCCC2)cc1NC(=O)CSc1nccn1C	-0.5%	9%	0%	-29%	-1.3%	-2%	1.4%	7%	0.1%
COc1ccc(NC(=O)O/N=C/c2ccncc2)cc1	-0.1%	54%	9%	-32%	-1.2%	-20%	-3.7%	-3%	0.5%
O=C(CC1C(=O)NCCN1Cc1ccc(F)cc1)NC1CCCCCCC1 (stereo unspecified)	-0.1%	6%	6%	7%	2.9%	-2%	-0.2%	19%	-0.2%
CCCOC(=O)COC(=O)c1ccccc1NC(=O)c1ccccc1	0.3%	-6%	6%	-3%	-0.1%	-7%	2.3%	10%	0.0%
Cc1ccc(S(=O)(=O)NCC(C)NS(=O)(=O)c2ccccc2[N+](=O)[O-])cc1 (stereo unspecified)	-1.1%	-22%[20 µM]	-14%	13%	1.0%	1%	-4.3%	-10%	-0.2%
C/C(=N/NC(=O)c1cc(-c2cccc([N+](=O)[O-])c2)n[nH]1)c1ccc(Cl)cc1	0.8%	29%	-1%	-40%	-1.7%	-5%	2.5%	6%	-0.2%
CCCn1c(SCC(=O)NCc2ccc(C)cc2)n[nH]c1=O	0.0%	-9%	1%	-40%	-0.8%	-1%	-0.1%	-17%	3.3%
CCOC(=O)C1(CCc2ccccc2)CCN(C(=O)CCc2cnn(C)c2)CC1	-1.4%	6%	-1%	-29%	1.4%	3%	-0.4%	20%	0.0%
CCOc1cc(/C=C2\SC(=O)N=C2N)ccc1O	-0.1%	6%	10%	-19%	2.3%	-21%	-2.4%	-2%	0.6%
O=C(c1ccc2c(=O)n(Cc3ccc(Cl)cc3)c(=S)[nH]c2c1)N1CCOCC1	-0.1%	-7%	14%	-8%	0.7%	-10%	-0.4%	-4%	-0.2%
COc1cccc(OCC(=O)N(Cc2nc(-c3ccc(Cl)cc3)no2)C(C)C)c1	0.3%	-13%	1%	8%	0.9%	-5%	-1.8%	3%	-0.1%
COc1ccc(Cc2nc(-c3cccnc3)no2)cc1OC	0.3%	-11%[20 µM]	6%	-46%	0.2%	-1%	nt	5%	-0.1%
O=C(Nc1cccc(NC(=O)C2C3CC4OC(=O)C2C4C3)c1)c1ccccc1 (stereo unspecified)	-0.4%	-13%	-6%	-39%	0.1%	0%	1.5%	-2%	0.3%
CC(C)n1nnnc1-c1cccc(Cl)c1	0.1%	-8%	1%	0%	-3.4%	-6%	4.6%	-3%	-0.2%
O=C(CSc1nnc(NC(=O)C2CC2)s1)Nc1ccc(F)cc1F	-0.6%	24%	16%	-4%	0.0%	-13%	-1.0%	-7%	0.2%
COc1ccc(CNC(=O)CN2C(=O)CCSc3ccc(S(=O)(=O)N4CCCC4)cc32)cc1	-0.6%	-12%	0%	-15%	-1.5%	-16%	-0.5%	23%	-0.3%
O=C(CN1CCOCC1)N1CCN(c2nnc(-c3ccccc3)c3ccccc23)CC1	-0.1%	32%	8%	-9%	-1.7%	-10%	-3.2%	-3%	-0.3%
CC(C)(C)c1ccc(OCc2ccc(C(=O)N/N=C/c3ccc(O)c(O)c3)cc2)cc1	-0.4%	-4%	16%	-60%	12%	-5%	-2.0%	11%	0.1%
COc1cccc(C(=O)COC(=O)c2ccc(NC(C)=O)cc2)c1	0.1%	25%	5%	-35%	-1.4%	-8%	-3.5%	0%	-0.1%
CN1C(=O)CC(N2CCN(C(c3ccccc3)c3ccccc3)CC2)C1=O (stereo unspecified)	1.0%	9%	17%	-16%	0.0%	-18%	7.1%	-8%	-0.1%
COC(=O)c1ccc(NCCc2csc(-c3ccc(C)cc3)n2)c([N+](=O)[O-])c1	2.4%	12%	2%	-27%	1.0%	-13%	2.0%	-13%	-0.3%
O=C(NCc1ccccn1)c1ccc(NS(=O)(=O)c2ccccc2)cc1	-0.4%	-17%	-4%	-28%	2.3%	-6%	-1.0%	4%	-0.1%
COc1ccccc1NC(=O)NNC(=O)C(C)Oc1ccc2ccccc2c1 (stereo unspecified)	-0.3%	-4%	0%	-34%	-1.0%	-1%	-1.0%	-8%	-0.1%
Cc1ccc(NC(=S)NCCCN2CCOCC2)cc1C	0.3%	50%*	4%	-7%	-1.6%	-2%	6.2%	11%	-0.2%
Cc1cc2nc3c(nc2cc1C)CCCC3	0.0%	-4%	-6%	-10%	-1.8%	3%	-0.2%	27%	-0.1%
COc1ccccc1CNC(=O)C1CCN(S(=O)(=O)c2cccc3cccnc23)CC1	0.3%	27%	16%	-18%	-2.7%	-4%	-4.1%	1%	-0.2%
COc1ccc(CCNC(=O)Cc2cc(OC)c(OC)cc2Br)cc1OC	-0.9%	7%	-3%	-21%	1.9%	4%	-0.5%	-1%	-0.2%
COc1ccc(CCNC(=O)c2ccc(CNS(=O)(=O)c3cccc(Cl)c3)cc2)cc1OC	-0.2%	1%	-14%	11%	1.7%	-12%	0.0%	10%	-0.1%
COc1ccc2cc(C(=O)O)ccc2c1	0.7%	-10%	19%	nt	-1.2%	-8%	0.8%	3%	-0.2%	NS5 inhibitors pilot replicate=-0.6
O=C1C2CC=C(Cl)CC2C(=O)N1CCCCCCN1C(=O)C2CC=C(Cl)CC2C1=O (stereo unspecified)	-0.5%	-26%	1%	-1%	32%	1%	-0.1%	-2%	0.0%
Cc1ccc2c(c1)CC1(CN2C)C(=O)OC(C)(C)OC1=O	0.1%	-19%	59%	7%	-0.9%	-4%	nt	3%	-0.1%
O=C(Nc1nnc(-c2ccccn2)o1)c1ccc(Br)cc1	nt	31%	-5%	-15%	1.6%	3%	-1.0%	2%	-0.2%
CC(=O)Nc1ccc(C(=O)Nc2cccc(-c3cnc4ccccc4n3)c2)cc1	1.1%	-12%	28%	-48%	1.5%	4%	-0.6%	-3%	0.1%
CCOC(=O)C1=C(C)N(C)C(=O)NC1c1cccc(O)c1 (stereo unspecified)	-0.1%	0%	-2%	-22%	0.1%	-6%	-0.8%	8%	-0.1%
NS(=O)(=O)c1ccc(CCNC(=O)CSc2nc3ccccc3c(=O)n2CC2CCCO2)cc1 (stereo unspecified)	0.1%	26%	9%	-17%	1.7%	-7%	-0.5%	54%	0.2%
O=C(CN(Cc1ccc(Cl)cc1)S(=O)(=O)c1ccccc1)NCC1CCCO1 (stereo unspecified)	-1.2%	10%	-2%	-25%	0.9%	1%	-0.6%	15%	0.2%
Cc1cccc2cc(C(c3nnnn3C3CCCC3)N3CCOCC3)c(=O)[nH]c12 (stereo unspecified)	0.6%	-21%	-9%	0%	13%	6%	-8.2%	0%	-0.2%
CCOC(=O)c1[nH]c(C)c(C(=O)Nc2ccc(C)c(C)c2)c1C	1.0%	10%	4%	1%	4.2%	1%	-5.2%	5%	-0.1%
COc1ccc(CCN=C(N)NS(=O)(=O)c2ccc(C)cc2)cc1OC	0.7%	-18%	-7%	-15%	-0.5%	8%	-1.3%	-1%	0.9%
CC(C)(C)c1ccc(OC2=CS(=O)(=O)c3ccccc32)cc1	-0.3%	8%	7%	-21%	0.5%	-7%	-9.9%	-2%	0.3%
CSc1nnc(-c2cnccn2)n1C	0.3%	-18%	-8%	-34%	0.4%	-6%	-2.8%	8%	0.6%
COc1ccc(CCNC(=O)CCn2c(=O)oc3ccccc32)cc1	-0.3%	11%	0%	-24%	-0.1%	3%	-3.3%	0%	-0.1%
O=C(NNC(=S)NCc1ccccc1)c1ccccc1OC(F)F	-0.2%	12%	11%	-5%	-2.4%	-3%	-3.0%	25%	-0.2%
O=C(COC(=O)c1ccc(S(=O)(=O)Nc2ccccc2)cc1)NCc1ccco1	1.0%	19%	-4%	-15%	0.4%	-3%	-4.0%	18%	-0.2%	NS5 inhibitors pilot replicate=-1.5
O=C(/C=C/c1ccccc1)NC(N1CCOCC1)C(Cl)(Cl)Cl (stereo unspecified)	-0.1%	-31%[20 µM]	6%	-8%	2.7%	-11%	nt	6%	0.0%
COc1ccc2c(c1O)Cc1ccccc1C2=O	-0.2%	29%	8%	-21%	-1.4%	-3%	2.6%	5%	-0.4%
O=C(Nc1ccc(C(=O)O)cc1)/C(=C\c1ccc([N+](=O)[O-])cc1)NC(=O)c1ccc(Br)cc1	0.2%	26%	-1%	-1%	16%	-7%	-3.5%	-2%	-0.3%
C/C(=N\NC(=O)c1cc2ccccc2cc1O)c1ccc2c(c1)OCO2	nt	0%	4%	-10%	-3.1%	6%	6.4%	3%	-0.1%
O=C(COc1ccccc1)Nc1nnc(COc2ccccc2)s1	0.1%	-4%	12%	-42%	2.2%	-4%	1.3%	2%	-0.1%
O=[N+]([O-])c1ccccc1-c1ccc(C(=S)N2CCCCC2)o1	-0.7%	-5%	-14%	-5%	2.7%	34%	-1.9%	12%	-0.2%
CCCCCc1cc(=O)oc2c(C(CCN3CCCC3)c3ccc(N(C)C)cc3)c(OC)cc(OC)c12 (stereo unspecified)	-1.7%	-55%	37%	-8%	-0.3%	-5%	3.6%	7%	-0.1%
CSc1ncccc1C(=O)NCC(=O)Nc1ccc(F)c(F)c1	-0.1%	-20%	9%	-12%	0.9%	-3%	0.5%	7%	-0.1%
OCCC1CN(Cc2cc3c(cc2Cl)OCO3)CCN1C1CCCCC1 (stereo unspecified)	-0.5%	0%	2%	-15%	-2.2%	-6%	nt	0%	0.3%

3 compounds out of the list, ordered by formula weight, falling:
SMILES	West Nile antiviral	KOR beta-arrestin-1	GPR55 antagonists	NOD1 NF-kB reporter	HIV peptide binding	NS5 inhibitors	KOR beta-arrestin-2	GPR35 antagonists	GPR55 activation	others
O=C(CN(Cc1ccc(Cl)cc1)S(=O)(=O)c1ccccc1)NCC1CCCO1 (stereo unspecified)	-1.2%	10%	-2%	-25%	0.9%	1%	-0.6%	15%	0.2%
OCCC1CN(Cc2cc3c(cc2Cl)OCO3)CCN1C1CCCCC1 (stereo unspecified)	-0.5%	0%	2%	-15%	-2.2%	-6%	nt	0%	0.3%
COc1ccc2c(c1O)Cc1ccccc1C2=O	-0.2%	29%	8%	-21%	-1.4%	-3%	2.6%	5%	-0.4%

These rows are one share of the data; rates above refer to the full screens.
